Screening results from PubChem BioAssay.
Hsp70 displacement: small molecules displacing fluorescent ligand from Hsp70 – biochemical, fluorescence polarization, primary screen (AID 583). Hsp70 fluorescence polarization probe displacement, mP; higher % means a stronger effect. displacement, % at 20 µM; hits with a dose series show IC50 in µM. 140,000 tested, 0.06% active; in the data active means displacement above about 50%;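 further: plate controls were vehicle for no effect and reference ligand for full effect; a part of the inactive calls stands beside numbers as strong as those of hits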
Rat MKP-3 inhibitors: MKP-3 phosphatase inhibitors, primary screen, biochemical, rat enzyme, in vitro (AID 425) | recombinant MKP-3 phosphatase activity, fluorescence; higher % means a stronger effect | 110,000 tested, 0.17% active | inhibition, % at 20 µM, or IC50 in µM where a hit was titrated; in the data active means inhibition above about 50%;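 further: plate controls were vehicle for no effect and reference inhibitor for full effect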
Numbers without * were called inactive; . = no result given; & = joins results of further samples.

SMILES	Hsp70 displacement	Rat MKP-3 inhibitors
COc1ccc(C)cc1NC(=O)C(=O)NCC1CCCO1 (stereo not given)	-9.5%	1%
Cc1cc(C)nc(NS(=O)(=O)c2ccc(NC(=S)NC(=O)C3CCCC3)cc2)n1	0.5%	.
CCn1c(CNc2ccc(Cl)cc2)nnc1SCc1ccc(Cl)cc1	4.9%	.
CC1(C)CC(=O)C=C(NC2CCS(=O)(=O)C2)C1 (stereo not given)	8.1%	1%
Clc1ccc(CSc2nnc([C@@H]3CCCN3)o2)cc1Cl	1.0%	7%
COC(=O)c1ccsc1NC(=O)CN1CCN(c2ccc(F)cc2)CC1	1.5%	-7%
COC(=O)c1ccccc1N(C)C(=O)C12CCC(C)(C(=O)O1)C2(C)C (stereo not given)	0.1%	4%
O=C(c1ccccc1)c1coc2ccc(O)c(CN3CCOCC3)c12	0.2%	5%
COC(=O)c1[nH]c2ccc(Cl)cc2c1NC(=O)CN1CCC(C(N)=O)CC1	4.1%	-1%
CS(=O)(=O)N1CCN(Cc2cccc3ccccc23)CC1	0.1%	2%
Cc1cccc(C(=O)Nc2sc3c(c2C(=O)NCc2ccco2)CCCCC3)c1	-1.8%	0%
COCCN1C(=O)C(CC(=O)Nc2ccccc2)SC1=Nc1ccc(OC)cc1 (stereo not given)	2.1%	.
CC1CCc2c(sc(NC(=O)CSc3ncnc4c3cnn4-c3ccccc3Cl)c2C#N)C1 (stereo not given)	4.6%	.
CCC(C)(C)NC(=O)C(c1cccn1C)N(Cc1ccc(OC)cc1)C(=O)Cn1nnc2ccccc21 (stereo not given)	2.7%	.
COC(=O)C1=C(C)N(Cc2ccco2)C(=O)/C1=C\c1ccc(O)c(OC)c1	-0.7%	6%

Record cards, as listed above. Values in the order: Hsp70 displacement	Rat MKP-3 inhibitors
Entry for `CC1CCc2c(sc(NC(=O)CSc3ncnc4c3cnn4-c3ccccc3Cl)c2C#N)C1` (stereo not given) : 4.6%	.
Entry for `O=C(c1ccccc1)c1coc2ccc(O)c(CN3CCOCC3)c12` : 0.2%	5%

(next part)
SMILES	Hsp70 displacement	Rat MKP-3 inhibitors
CCSc1nnc(NC(=O)c2csc(C)c2)s1	7.0%	-2%
O=S(=O)(Nc1ccc2c(c1)nc1n2CCN(Cc2ccccc2)C1)c1ccc(F)cc1	4.7%	-2%
N#Cc1c(N)nc2c(c1-c1ccc(F)cc1)CCCC2	-3.6%	0%
O=C(/C=C/Nc1cccc(F)c1)c1ccco1	0.7%	.
Cc1cccc(NC(=O)c2cnc3n(c2=O)CCS3)c1	0.9%	.
COc1cc([N+](=O)[O-])ccc1N1C(=O)C2C3C=CC(C4CC34)C2C1=O (stereo not given)	0.1%	-2%
Cn1c(=O)c2c(nc(NCCCO)n2C/C=C/c2ccccc2)n(C)c1=O	-6.4%	2%
O=C(NC1(C(F)(F)F)NC(=O)N(Cc2ccccc2)C1=O)c1cccnc1 (stereo not given)	4.0%	.
O=C(Nc1ccc2oc(-c3ccccc3)nc2c1)c1cccs1	0.9%	.
CCCS(=O)(=O)N1CCN(Cc2ccccc2C(F)(F)F)CC1	-5.4%	1%
CCOC(=O)N1CCN(S(=O)(=O)Cc2ccccc2)CC1	1.8%	-3%
Cn1c(C(=O)NCC2CCCO2)cc2c(=O)[nH]c3ccccc3c21 (stereo not given)	7.3%	-6%
COc1ccccc1N1CCN(C(=O)CSc2nc3ccccc3c(=O)n2CC2CCCO2)CC1 (stereo not given)	-0.6%	1%
O=C(Nc1c(C(=O)Nc2ccc(Br)cc2)cnn1-c1ccccc1)c1cccc(F)c1	0.7%	-1%
CC1CSc2nnc(CCc3ccccc3)n21 (stereo not given)	-4.9%	-12%
COc1ccc(C2(C(=O)NCCCN3CCOCC3)CCOCC2)cc1	-1.0%	-2%
COc1cccc(NC(=O)Cn2cnc3sc(C)c(S(=O)(=O)N4CCN(C)CC4)c3c2=O)c1	-2.5%	-6%
[O-]/[N+](=C/c1cccnc1)c1ccc(Br)cc1	.	34%
O=C(NC1CC1)c1cc(F)c(F)cc1Cl	5.2%	.
CCOC(=O)c1sc(N(C)C(C)=O)nc1C	-3.0%	.
O=C1Nc2ccc(Br)cc2C1=Cc1nc2ccccc2c(=O)n1-c1ccc(C(=O)O)cc1	-4.1%	2%
COc1ccc(C2CC(=O)C3=C(C2)Nc2ccccc2NC3c2ccc(OC(C)=O)cc2)cc1 (stereo not given)	4.0%	0%
Cn1c(COc2ccccc2)nnc1SCc1cc(=O)[nH]c2ccccc12	2.4%	1%
CCOC(=O)c1ccccc1NC(=O)CN(c1ccc(C)cc1)S(=O)(=O)c1ccc(F)cc1	-1.7%	-2%
CC(=O)Nc1ccccc1C(=O)N1CCc2ccccc21	3.8%	0%
COc1ccc(NC(=O)COc2ccc(C)c(C)c2)cc1	-2.0%	3%
CCn1c(SC/C=C/c2ccccc2)nnc1-c1cccs1	1.6%	6%
Cc1c(NC(=O)/C=C\C(=O)O)c(=O)n(-c2ccccc2)n1C	3.7%	2%
C/C(=N/NC(=O)c1c[nH]c2ccccc12)c1cccc(NC(=O)c2ccco2)c1	3.5%	0%
Cc1c(-c2ccccc2)nc2ccccc2c1C(=O)NCCCc1ccccc1	2.2%	0%
Cn1c(Cc2ccccc2)nnc1SCC(=O)N1CCN(c2ccccc2)CC1	4.6%	-16%
CN1CCN(CCCNC(=O)c2cc3c(=O)n(C)c4ccccc4c3s2)CC1	-0.2%	-3%
Cc1ccc(C)c2[nH]c(=O)c(C(c3nnnn3C3CCCC3)N3CCOCC3)cc12 (stereo not given)	-4.2%	-2%
Cc1c(C(c2cc3c(cc2Br)OCO3)c2c(C)n(C)n(-c3ccccc3)c2=O)c(=O)n(-c2ccccc2)n1C	-0.4%	1%
COc1cc(OC)c(C2N(C)c3ccccc3N2C)cc1OC	3.5%	-1%
O=C(CCCOc1ccc(Cl)cc1Cl)Nc1ccc([N+](=O)[O-])cc1Cl	5.2%	0%
Clc1ccc2nc(CN3CCCc4ccccc43)cn2c1	-5.0%	7%
COc1ccc(C)cc1NC(=O)CN1CCN(S(=O)(=O)c2ccc(Br)cc2)CC1	6.9%	4%
Cc1ccc(P(=O)(OCCN2CCOCC2)C(C)(C)C)o1 (stereo not given)	1.0%	-5%
CCc1ccccc1NC(=O)C1CC1(c1ccccc1)c1ccccc1 (stereo not given)	9.3%	3%
O=C(CC1S/C(=N\N=C\c2ccco2)NC1=O)Nc1cccc(Cl)c1Cl (stereo not given)	0.3%	3%
O=C(Nc1ccc(Cl)cc1C(=O)Nc1ccccn1)c1ccco1	7.2%	-1%
Cc1c(C(=O)OC(C)C)sc(NC(=O)C(F)(F)F)c1C(=O)OC(C)C	-4.5%	4%
Cc1ccccc1OCC(=O)Nc1ccc(I)cc1Cl	.	2%
CCOc1ccc(C(=O)Nc2ccc(Cl)cn2)cc1[N+](=O)[O-]	3.6%	-5%
O=C(NCc1ccccn1)c1cc2cc(Br)ccc2oc1=O	2.3%	-8%
Cc1ccc(C(=O)c2cccc(N3C(=O)c4ccccc4C3=O)c2)cc1C	3.3%	-4%
CC1=C(C(=O)Nc2ccccc2)C(c2ccc(C)o2)n2c(s/c(=C\c3ccco3)c2=O)=N1 (stereo not given)	2.2%	-5%
CCCCOC(=O)n1c(SCC(=O)N(CC)CC)nc2ccccc21	2.0%	-5%
Cc1cccc(OCC(=O)N/N=C/c2cc([N+](=O)[O-])cc(Br)c2O)c1	-1.5%	-1%
CCOC(=O)C1=C(C)N=c2s/c(=C/c3ccc(OCC(=O)O)cc3)c(=O)n2C1c1ccc(SC)cc1 (stereo not given)	.	73µM*
CCSc1nnc(NC(=O)c2ccc(Br)o2)s1	1.0%	2%
CC1(C)Cc2c(sc3c2C(=O)N(c2ccccc2)C2=NCCCN23)CO1	2.9%	2%
O=C(COc1ccc(Cl)cc1Cl)Nc1ccc(NC(=O)COc2ccc(Cl)cc2Cl)cc1	2.8%	5%
COC(=O)C(NS(=O)(=O)c1ccc(NC(C)=O)cc1)C(C)C (stereo not given)	2.1%	-3%
NNc1nccc(Nc2ccccc2C(=O)O)n1	3.5%	2%
Cc1ccc(C(=O)/C=C/c2c[nH]c3ccccc23)cc1	-4.8%	4%
O=C(Nc1ccc(Cl)c(Cl)c1)Nc1nnc(Cc2ccc(F)cc2)s1	0.6%	0%
Cc1noc(C)c1CSc1nc2cc(S(=O)(=O)N3CCOCC3)ccc2o1	-0.3%	1%
O=C(Nc1ccccc1C(=O)N1CCOCC1)c1ccccc1Cl	-4.6%	4%

Compounds above that have a CF3 group, in the order listed:
SMILES	Hsp70 displacement	Rat MKP-3 inhibitors
O=C(NC1(C(F)(F)F)NC(=O)N(Cc2ccccc2)C1=O)c1cccnc1 (stereo not given)	4.0%	.
CCCS(=O)(=O)N1CCN(Cc2ccccc2C(F)(F)F)CC1	-5.4%	1%
Cc1c(C(=O)OC(C)C)sc(NC(=O)C(F)(F)F)c1C(=O)OC(C)C	-4.5%	4%

(cont.)
SMILES	Hsp70 displacement	Rat MKP-3 inhibitors
COc1cccc(CNCc2ccccn2)c1OC	8.5%	-5%
CC(c1ccccc1)n1cc(C(=O)NCCCn2ccnc2)nn1 (stereo not given)	2.0%	5%
CC(C)C(C(=O)NCc1ccco1)N(C(=O)CNS(=O)(=O)c1ccc(Cl)cc1)C1CCCC1 (stereo not given)	6.4%	-7%
Cc1cccc(C(=O)N2N=C(c3ccc(Cl)cc3)CC2(O)C(F)(F)F)c1 (stereo not given)	4.7%	-2%
Cc1cccc(OCCn2cc(C=C3C(=O)NC(=S)NC3=O)c3ccccc32)c1	-3.4%	3%
Cc1ccccc1NC(=O)CN(C)S(=O)(=O)c1cccc2cccnc12	2.5%	6%
CCCCc1cc(=O)oc2cc(C)cc(OCc3nn[nH]n3)c12	-1.2%	-6%
COc1cccc(CNn2cnnc2)c1OCc1ccc(F)cc1	-1.1%	-2%
COc1ccccc1N1CCN(C(=O)C2CC=CCC2C(=O)O)CC1 (stereo not given)	5.9%	-1%
CSc1ncc(Cl)c(C(=O)Nc2nnc(SC)s2)n1	0.6%	-6%
CN1C(=O)NC(=O)/C(=C/c2ccc(-c3ccc(Cl)cc3)o2)C1=O	-3.0%	40%
CCn1c2c(c3cc(Br)ccc31)CCC/C2=N\O	.	6%
O=C(O)CCCC(=O)Nc1ccc(C(=O)NCc2cccnc2)cc1	-4.4%	-8%
O=C(Nc1nc(-c2ccccc2)cs1)c1cccc(S(=O)(=O)N2CCN(Cc3ccccc3)CC2)c1	0.8%	.
CCCc1cc(=O)[nH]c(/N=C(/NC(=O)c2ccccc2)Nc2ccc3c(c2)OCCO3)n1	0.1%	0%
CCOC(=O)C1=C(C)N=c2s/c(=C\c3ccncc3)c(=O)n2C1c1cccc(OC)c1 (stereo not given)	-0.5%	0%
CCOC(=O)Nc1c(C(=O)OC)[nH]c2cc(OC)ccc12	4.0%	-3%
CCOCCOC(=O)C1=C(C)NC(=O)NC1c1ccc(O)cc1 (stereo not given)	-2.6%	1%
O=C(COc1ccc(Cl)cc1Cl)Nc1ccc(NC(=O)c2ccco2)cc1	0.4%	2%
CC1CCCN(C(=O)Cc2ccccc2)C1 (stereo not given)	3.8%	-4%
N#CC(c1ccc(Cl)cc1)c1ccc2c(C(F)(F)F)cc(C(F)(F)F)nc2n1 (stereo not given)	7.4%	.
COc1cc(NC(=O)COc2cc(C)ccc2C(C)(C)C)c(OC)cc1Cl	1.8%	3%
Cc1nc(NC(=S)Nc2ccccc2)sc1C	-0.1%	2%
CC1CCC(C(C)C)C(OC(=O)c2ccc([N+](=O)[O-])cc2)C1 (stereo not given)	1.2%	2%
CC(=O)C1=C(C)NC(SCC(=O)c2ccc(C)cc2)=C(C#N)C1c1ccco1 (stereo not given)	-3.7%	-4%
O=C1OCC2=C1C(c1ccc3c(c1)OCO3)Sc1ccccc1N2 (stereo not given)	-2.2%&-0.8%	-1%&4%
O=C(NC1CC1)c1cc(-c2ccccn2)nc2ccccc12	1.4%	.
CCOC(=O)CN1c2ccccc2NC(=O)CC1C (stereo not given)	-0.8%	-8%
CCCN1CCN(CCCNC(=O)C2CCCN(c3nc4ccc(OCC)cc4s3)C2)CC1 (stereo not given)	-1.1%	-1%
Cc1cccn2c(=O)c3cc(C(=O)NCCN4CCOCC4)n(Cc4ccccc4)c3nc12	3.1%	-3%

5 of these compounds in a different format:
| Hsp70 displacement | Rat MKP-3 inhibitors | canonical_smiles |
| --- | --- | --- |
| 1.2% | 2% | CC1CCC(C(C)C)C(OC(=O)c2ccc([N+](=O)[O-])cc2)C1 (stereo not given) |
| 3.8% | -4% | CC1CCCN(C(=O)Cc2ccccc2)C1 (stereo not given) |
| 1.8% | 3% | COc1cc(NC(=O)COc2cc(C)ccc2C(C)(C)C)c(OC)cc1Cl |
| 4.0% | -3% | CCOC(=O)Nc1c(C(=O)OC)[nH]c2cc(OC)ccc12 |
| -0.8% | -8% | CCOC(=O)CN1c2ccccc2NC(=O)CC1C (stereo not given) |

(listing goes on)
SMILES	Hsp70 displacement	Rat MKP-3 inhibitors
O=C(C1CCN(c2nnc(N3CCCC3=O)s2)CC1)N1CCN(Cc2ccc3c(c2)OCO3)CC1	0.3%	2%
CC(C)CC(c1nnnn1Cc1cccs1)N1CCN(c2nc3ccccc3s2)CC1 (stereo not given)	-1.0%	.
COc1ccc(C2CC(=O)Nc3ccccc3S2(=O)=O)cc1OC (stereo not given)	5.8%	1%
O=C1CC(N2CCN(S(=O)(=O)c3cccc(C(F)(F)F)c3)CC2)C(=O)N1Cc1ccccc1 (stereo not given)	3.4%	-12%
Cc1cc(C)c(C#N)c(SCC(=O)N(C)C2CCCCC2)n1	1.7%	2%
CCOCCCn1cnc2c(c1=O)c1nc3ccccc3nc1n2-c1ccc(C)cc1	4.2%	-10%

A portion of the library; the hit share may differ from the screen's.
